Assay outcomes from PubChem.
TcdB inh: TcdB glycohydrolase inhibitors, primary screen, biochemical, single point, plate reader; 0.24% of 350,000 active; TcdB glycohydrolase enzymatic assay; AID 652162, 2013; inhibition, % at 9.99 µM; Toxin B (Clostridioides difficile), P18177; in the data active = inhibition above about 10%
* marks the source's active call; other numbers are inactive results. The list is partial. The share of hits here may be higher or lower than overall.

C[C@H]1CN([C@@H](C)CO)C(=O)Cc2cc(NC(=O)C3CC3)ccc2O[C@H]1CN(C)Cc1ccccc1
  TcdB inh: -0.8

CO[C@H]1CN(C)C(=O)c2ccc(NC(=O)c3cc(C)on3)cc2OC[C@@H](C)N(C)C[C@@H]1C
  TcdB inh: -1.2

COc1ccc(S(=O)(=O)N(C)C[C@@H]2Oc3ccc(NC(=O)C4CCCCC4)cc3CC(=O)N([C@@H](C)CO)C[C@@H]2C)cc1
  TcdB inh: 0.8

C[C@@H]1CN([C@@H](C)CO)C(=O)Cc2cc(NC(=O)C3CCCCC3)ccc2O[C@@H]1CN(C)S(=O)(=O)c1cccs1
  TcdB inh: 3.8

C[C@@H]1CN([C@@H](C)CO)C(=O)c2cc(NC(=O)c3ccncc3)ccc2O[C@@H](C)CCCCO[C@@H]1CN(C)S(=O)(=O)c1ccc(F)cc1
  TcdB inh: 0.1

O=C(N[C@@H]1CC[C@@H](CCNC(=O)C2CCC2)O[C@H]1CO)c1ccccn1
  TcdB inh: 0.1

COc1cccc(NC(=O)N(C)C[C@@H]2Oc3cc(C#Cc4ccccc4)ccc3S(=O)(=O)N([C@H](C)CO)C[C@H]2C)c1
  TcdB inh: -0.1

C[C@H]1CN([C@@H](C)CO)C(=O)c2cc(C#Cc3ccccn3)cnc2O[C@@H]1CN(C)C(=O)c1cnccn1
  TcdB inh: -0.1

COCC(=O)N1[C@H](CO)[C@@H](c2ccc(C3=CCCCC3)cc2)[C@@H]1C#N
  TcdB inh: 1.1

C[C@H]1CN([C@@H](C)CO)S(=O)(=O)c2ccc(-c3cccc(F)c3)cc2O[C@@H]1CN(C)S(=O)(=O)c1ccc(F)cc1
  TcdB inh: 0.4

CO[C@@H]1CN(C)C(=O)c2cc(NC(=O)C3CC3)ccc2OC[C@H](C)N(Cc2cncnc2)C[C@@H]1C
  TcdB inh: 0.2

C[C@H](NC(=O)C[C@@H]1CC[C@H]2[C@@H](COC[C@@H](O)CN2C(=O)Nc2ccccc2)O1)c1ccccc1
  TcdB inh: 0.3

c1cc(-c2ccc(C3[C@H]4CNC[C@@H]3N4CC3CC3)cc2)ccn1 (stereo partly drawn)
  TcdB inh: -0.2

CN1C(=O)c2cc(NC(=O)C3CCC3)ccc2OC[C@@H]2O[C@@H](CC(=O)NCCc3ccncc3)CC[C@H]21
  TcdB inh: 0.0

C[C@@H]1CN([C@@H](C)CO)C(=O)c2cccc(NC(=O)Nc3ccccc3)c2O[C@H]1CN(C)Cc1ccc(C(=O)O)cc1
  TcdB inh: -0.2

COc1ccc(NC(=O)Nc2ccc3c(c2)C(=O)N([C@H](C)CO)C[C@@H](C)[C@@H](CN(C)Cc2ccc(Cl)c(Cl)c2)OCCCC[C@H](C)O3)cc1
  TcdB inh: 1.2

C[C@@H]1CN([C@H](C)CO)C(=O)Cc2cc(NS(=O)(=O)c3ccccc3)ccc2O[C@@H]1CN(C)Cc1ccc(C(=O)O)cc1
  TcdB inh: -0.7

O=C(NCC[C@H]1CC[C@@H](NS(=O)(=O)c2ccc(F)cc2)[C@@H](CO)O1)c1ccc2c(c1)OCO2
  TcdB inh: -1.7

O=C(C[C@H]1CC[C@H]2NC[C@H](O)COC[C@@H]2O1)Nc1ccccc1
  TcdB inh: -0.6

N#C[C@H]1[C@@H](c2ccc(C#Cc3cccc(F)c3)cc2)[C@H](CO)N1C(=O)C1CCC1
  TcdB inh: 1.4

COc1cccc(C(=O)Nc2ccc3c(c2)C(=O)N(C)[C@H]2CC[C@@H](CC(=O)N[C@@H](C)c4ccccc4)O[C@H]2CO3)c1
  TcdB inh: 0.1

O=C(C[C@@H]1CC[C@@H]2[C@H](COC[C@@H](O)CN2Cc2cccc(Cl)c2)O1)N1CCCCC1
  TcdB inh: 0.6

CCS(=O)(=O)N(C)C[C@H]1OCc2ccccc2-c2c(n(C)c3ccccc23)C(=O)N([C@H](C)CO)C[C@H]1C
  TcdB inh: 0.1

COc1cccc(C(=O)Nc2ccc3c(c2)C(=O)N(C)C[C@H](OC)[C@@H](C)CN(CC2CC2)[C@@H](C)CO3)c1
  TcdB inh: 0.0

CN1C(=O)c2cc(NC(=O)c3ccc(C(F)(F)F)cc3)ccc2OC[C@H]2O[C@@H](CC(=O)O)CC[C@H]21
  TcdB inh: 3.3

C[C@H]1CN([C@@H](C)CO)C(=O)c2cc(NC(=O)CCCN(C)C)ccc2O[C@H]1CN(C)Cc1ccc(Oc2ccccc2)cc1
  TcdB inh: 2.1

CNC[C@@H]1Oc2c(NC(=O)C3CC3)cccc2C(=O)N([C@@H](C)CO)C[C@@H]1C
  TcdB inh: 0.8

CCCNC(=O)[C@@H]1[C@@H](CO)[C@@H]2Cn3c(cccc3=O)[C@@H]2N1C(=O)C1CC1
  TcdB inh: -1.3

O=C(C[C@@H]1C=C[C@@H](NC(=O)CC2CC2)[C@H](CO)O1)NCC(F)(F)F
  TcdB inh: 0.3

O=C(Cc1ccncc1)NCC[C@H]1CC[C@@H](NC(=O)C2CC2)[C@@H](CO)O1
  TcdB inh: -3.6

CO[C@@H]1CC[C@@H]2CCOc3c(C#N)cccc3C(=O)N(C)C[C@@H](OC)[C@H](C)C(=O)N(C)C[C@@H]1O2
  TcdB inh: -0.4

O=C(c1ccncc1)N1CC(=O)N2[C@H](CO)[C@@H](c3ccc(-c4ccccc4F)cc3)[C@@H]2C1
  TcdB inh: 0.2

CNC[C@H]1Oc2ccc(NC(=O)Nc3ccc4c(c3)OCO4)cc2CC(=O)N([C@@H](C)CO)C[C@@H]1C
  TcdB inh: -1.0

COc1ccc(-c2cnc3c(c2)C(=O)N([C@@H](C)CO)C[C@H](C)[C@H](CN(C)C(=O)Cc2ccccn2)O3)cc1
  TcdB inh: 0.2

CO[C@H]1CC[C@@H]2CCOc3c(C#N)cccc3C(=O)N(C)C[C@@H](c3ccccc3)CC(=O)N(C)C[C@H]1O2
  TcdB inh: 0.4

CCCNC(=O)[C@@H]1[C@@H](CO)[C@@H]2Cn3c(ccc(-c4ccc(F)cc4)c3=O)[C@@H]2N1CCC
  TcdB inh: -0.1

CN(C)C(=O)C[C@@H]1CC[C@H]2[C@@H](COC[C@@H](O)CN2C(=O)C2CCOCC2)O1
  TcdB inh: -0.5

O=C(O)C[C@H]1C[C@H]2c3cc(NC(=O)NC4CCCC4)ccc3O[C@H]2[C@H](CO)O1
  TcdB inh: -0.1

O=C(C1CCCCC1)N1C[C@H]2[C@@H](c3ccccc31)[C@@H](CO)N2C(=O)c1ccccc1F
  TcdB inh: -1.5

C[C@@H]1CN([C@H](C)CO)C(=O)c2cc(NC(=O)Cc3cn(C)c4ccccc34)ccc2O[C@H]1CN(C)C(=O)NC1CCCCC1
  TcdB inh: 0.3

COc1ccccc1-c1cn(CC[C@@H]2CC[C@@H](NC(=O)C3CCCC3)[C@@H](CO)O2)nn1
  TcdB inh: -11.7

C[C@@H]1CN([C@H](C)CO)C(=O)c2cc(NC(=O)CCC(F)(F)F)ccc2O[C@@H]1CN(C)C(=O)Nc1ccccc1
  TcdB inh: -16.5

C[C@@H]1CCCCO[C@@H](CN(C)C(=O)CCCN(C)C)[C@@H](C)CN([C@@H](C)CO)C(=O)c2cc(N(C)C)ccc2O1
  TcdB inh: -33.1

COc1ccc(NC(=O)Nc2ccc3c(c2)C(=O)N([C@H](C)CO)C[C@@H](C)[C@@H](CN(C)Cc2ccc(C(=O)O)cc2)OCCCC[C@H](C)O3)cc1
  TcdB inh: -0.7

CO[C@H]1CN(C)C(=O)c2cc(NC(=O)c3ccc(F)cc3)ccc2OC[C@H](C)N(C(=O)c2ccc(F)cc2)C[C@@H]1C
  TcdB inh: 0.2

C[C@H]1CN([C@@H](C)CO)C(=O)c2cc(NS(=O)(=O)c3cccs3)ccc2O[C@@H]1CN(C)S(=O)(=O)c1ccccc1
  TcdB inh: -0.4

O=C(N[C@H]1CC[C@@H](CCNS(=O)(=O)c2ccccc2)O[C@@H]1CO)c1cccc(F)c1
  TcdB inh: 0.2

O=C(C[C@@H]1CC[C@@H]2[C@H](COC[C@@H](O)CN2Cc2cc(F)ccc2F)O1)NCc1ccccc1
  TcdB inh: -0.9

N#C[C@@H]1[C@H](c2ccccc2-c2cccc(F)c2)[C@H](CO)N1C(=O)NC1CCCCC1
  TcdB inh: -3.9

O=C1CSC(c2ccccc2)N1c1ccccc1 (stereo not drawn)
  TcdB inh: 0.6

CO[C@H]1CN(C)C(=O)c2cc(NC(=O)Nc3cc(F)ccc3F)ccc2OC[C@H](C)N(C(=O)c2cnccn2)C[C@@H]1C
  TcdB inh: -0.2

C[C@H](CO)N1C[C@H](C)[C@H](CN(C)Cc2ccc3c(c2)OCO3)Oc2ccc(NC(=O)Cn3cnnn3)cc2CC1=O
  TcdB inh: -0.8

C[C@@H]1CN([C@H](C)CO)S(=O)(=O)c2ccc(C#Cc3ccccc3)cc2O[C@H]1CN(C)C(=O)C1CC1
  TcdB inh: 0.8

N#C[C@@H]1[C@H](c2ccccc2)[C@H](CO)N1C(=O)c1cccnc1
  TcdB inh: 0.5

C=CCOC(=O)[C@@H]1[C@H]2C(=O)O[C@H](c3ccccc3)[C@H](c3ccccc3)N2[C@H](c2ccc(OCCOC(=O)[C@@H]3C[C@@H]4C(=O)N5CCC[C@H]5C(=O)N4[C@@H]3c3ccc(O)cc3)cc2)[C@@]12C(=O)Nc1ccc(I)cc12
  TcdB inh: -1.0

CC(C)NC(=O)N1[C@H](CO)[C@@H]2c3ccccc3N(C(=O)Nc3cccc(Cl)c3)C[C@@H]21
  TcdB inh: 0.3

O=S(=O)(NC[C@H]1N[C@H](CO)[C@@H]1c1ccccc1)c1ccccc1
  TcdB inh: -0.3

C[C@@H]1CN([C@@H](C)CO)C(=O)c2cc(-c3cccc(C#N)c3)cnc2O[C@@H]1CN(C)C(=O)C1CCOCC1
  TcdB inh: -0.9

O=C(c1cnccn1)N1CC(=O)N2[C@H](CO)[C@@H](c3ccc(C#CC4CC4)cc3)[C@@H]2C1
  TcdB inh: 0.4

CO[C@H]1CN(C)C(=O)c2cc(NC(=O)C3CC3)ccc2OC[C@@H](C)N(C(=O)c2ccncc2)C[C@H]1C
  TcdB inh: -1.4

C[C@H]1CN([C@@H](C)CO)C(=O)Cc2cc(NS(=O)(=O)c3cn(C)cn3)ccc2O[C@@H]1CN(C)C
  TcdB inh: 0.0

C[C@H](CO)N1C[C@H](C)[C@H](CN(C)Cc2ccc(C(=O)O)cc2)Oc2c(NC(=O)C3CCCCC3)cccc2C1=O
  TcdB inh: -0.8

COc1ccc(CN(C)C[C@H]2OCCCC[C@H](C)Oc3ccc(NC(=O)Nc4cccc5ccccc45)cc3C(=O)N([C@@H](C)CO)C[C@@H]2C)cc1
  TcdB inh: 1.2

Cc1ccc(S(=O)(=O)N(C)C[C@H]2Oc3ccc(NS(=O)(=O)c4cccs4)cc3C(=O)N([C@H](C)CO)C[C@@H]2C)cc1
  TcdB inh: 1.3

COCC(=O)N1[C@@H]2CN(C(=O)c3cccnc3)c3ccccc3[C@@H]2[C@@H]1CO
  TcdB inh: 2.3

CO[C@H]1CN(C)C(=O)c2ccc(NC(=O)c3cccc(F)c3)cc2OC[C@@H](C)N(CC2CC2)C[C@@H]1C
  TcdB inh: 0.0

O=S(=O)(c1cccc(F)c1)N1CC[C@H]2[C@H](CO)Nc3ccc(Br)cc3[C@H]21
  TcdB inh: -1.6

CCNC(=O)C[C@H]1CC[C@H](NS(=O)(=O)c2ccc(F)cc2)[C@@H](CO)O1
  TcdB inh: -9.1

COc1cccc(NC(=O)N[C@H]2C=C[C@@H](CC(=O)NCc3ccccn3)O[C@@H]2CO)c1
  TcdB inh: -1.9

COc1ccc(NC(=O)Nc2cccc3c2O[C@@H](CN(C)Cc2ccc(C(=O)Nc4ccccc4N)cc2)[C@@H](C)CN([C@H](C)CO)C3=O)cc1
  TcdB inh: -0.2

O=C(Nc1ccc(F)cc1)N[C@@H]1CC[C@H](CCn2cc(-c3ccc(F)cc3)nn2)O[C@H]1CO
  TcdB inh: 0.1

Cc1ccc(S(=O)(=O)Nc2ccc3c(c2)C(=O)N([C@H](C)CO)C[C@@H](C)[C@H](CN(C)S(=O)(=O)c2cccs2)O3)cc1
  TcdB inh: -1.7

C[C@@H]1CCCCO[C@H](CN(C)C(=O)Nc2ccc3c(c2)OCO3)[C@H](C)CN([C@H](C)CO)C(=O)c2cc(NC(=O)CCCN(C)C)ccc2O1
  TcdB inh: 2.2

O=C(C[C@@H]1C[C@@H]2c3cc(NC(=O)Nc4ccc(C(F)(F)F)cc4)ccc3O[C@@H]2[C@@H](CO)O1)NCc1ccc2c(c1)OCO2
  TcdB inh: -1.4

Cc1ccc(S(=O)(=O)N[C@@H]2CC[C@@H](CC(=O)N3CCc4ccccc4C3)O[C@H]2CO)cc1
  TcdB inh: -0.1

Brought forward from above: five entries, followed by the next part.
O=C(Nc1ccc(F)cc1)N[C@@H]1CC[C@H](CCn2cc(-c3ccc(F)cc3)nn2)O[C@H]1CO
  TcdB inh: 0.1

Cc1ccc(S(=O)(=O)Nc2ccc3c(c2)C(=O)N([C@H](C)CO)C[C@@H](C)[C@H](CN(C)S(=O)(=O)c2cccs2)O3)cc1
  TcdB inh: -1.7

C[C@@H]1CCCCO[C@H](CN(C)C(=O)Nc2ccc3c(c2)OCO3)[C@H](C)CN([C@H](C)CO)C(=O)c2cc(NC(=O)CCCN(C)C)ccc2O1
  TcdB inh: 2.2

O=C(C[C@@H]1C[C@@H]2c3cc(NC(=O)Nc4ccc(C(F)(F)F)cc4)ccc3O[C@@H]2[C@@H](CO)O1)NCc1ccc2c(c1)OCO2
  TcdB inh: -1.4

Cc1ccc(S(=O)(=O)N[C@@H]2CC[C@@H](CC(=O)N3CCc4ccccc4C3)O[C@H]2CO)cc1
  TcdB inh: -0.1

CCCNC(=O)C[C@H]1CC[C@@H]2[C@H](COC[C@@H](O)CN2C(=O)Nc2c(C)noc2C)O1
  TcdB inh: 0.4

C[C@@H]1CN([C@@H](C)CO)C(=O)c2cc(NS(C)(=O)=O)ccc2O[C@@H](C)CCCCO[C@H]1CN(C)CC1CC1
  TcdB inh: -0.1

COC(=O)[C@H]1[C@H](CO)[C@H]2Cn3c(ccc(-c4cncnc4)c3=O)[C@H]2N1CCC(F)(F)F
  TcdB inh: -1.5

CC(C)CC#Cc1cnc2c(c1)C(=O)N([C@H](C)CO)C[C@H](C)[C@@H](CN(C)Cc1ccc3c(c1)OCO3)O2
  TcdB inh: 0.4

C[C@H]1CN([C@@H](C)CO)C(=O)c2cc(-c3cccnc3)cnc2O[C@H]1CN(C)C(=O)C1CC1
  TcdB inh: -0.1

COc1ccc2c3c(n(C)c2c1)[C@H](CO)N(Cc1ccncc1)CC31CCN(C(=O)C2CCCCC2)CC1
  TcdB inh: -4.9
